Myeloid diff MLP = induction of myeloid progenitor differentiation, primary screen, cell-based, flow cytometry, MLPCN library | 360,000 tested, 1% active | AID 624256, 2012 | calls only at 10 µM | ER-HoxA9 myeloid progenitors, lysozyme-GFP differentiation;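 active = normalized GFP-positive differentiation at or above the plate's own cutoff, the solvent-only control mean plus 3 SD; inconclusive = no clear call, values can overlap the other calls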;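 note: cells exposed to compound for four days before flow analysis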
Myeloid diff MLP GFP+ MAC1+ % = further read-out of Myeloid diff MLP, marked with its call; GFP+ MAC1+ double positive, %; measured here: differentiation confirmed by MAC1 staining
The depositor's hits bear a star; i = inactive; ? = inconclusive; . = not tested or not shown; + = active, no number.

SMILES	Myeloid diff MLP	Myeloid diff MLP GFP+ MAC1+ %
CC1=NN(c2ccccc2)C(=O)C1CCC#N (stereo unspecified)	i	0.2
COC(=O)C[C@@H]1C=C[C@H](NC(=O)c2ccccc2)[C@@H](CO)O1	i	0.7
CC(C)n1nnnc1C1c2ccccc2C(=O)N1Cc1ccco1 (stereo unspecified)	+	4.8*
Cc1nnc(NC(=O)C23CC4CC(C)(CC(C)(C4)C2)C3)s1	i	0.2
COc1ccc(CNC(=O)COc2cc3c(c4oc(=O)cc(C)c24)CCC(C)(C)O3)c(OC)c1	i	12
CCCc1nc2c(C)cc(Br)cn2c1Cc1ccccc1C(F)(F)F	i	1.3
COc1ccc(OC)c(CN2C(=O)c3ccccc3C2c2nnnn2-c2ccc3c(c2)OCCO3)c1 (stereo unspecified)	?	.
CC(=O)c1cccc(-c2ccnc3c2CC(C(=O)NCc2ccc(F)c(F)c2)O3)c1 (stereo unspecified)	?	.
CCNC(=O)c1cc2c(c(-c3cccc(-c4cncnc4)c3)n1)[C@@H](CCO)N(C(C)=O)C2	i	1.6
O=C(NC1CCCC1)C(C1CC1)n1c(-c2ccccn2)nc2ccccc21 (stereo unspecified)	i	3.0
CSc1ccc(CN2CCC(C)(Oc3cccc(F)c3)C2)cc1 (stereo unspecified)	i	1.0
Cc1nc(CN2C(=O)C3(CCC3)ON=C2c2cccc(Cl)c2)cs1	i	1.5

By substructure: those above containing an aryl methoxy group (two)
SMILES	Myeloid diff MLP	Myeloid diff MLP GFP+ MAC1+ %
COc1ccc(CNC(=O)COc2cc3c(c4oc(=O)cc(C)c24)CCC(C)(C)O3)c(OC)c1	i	12
COc1ccc(OC)c(CN2C(=O)c3ccccc3C2c2nnnn2-c2ccc3c(c2)OCCO3)c1 (stereo unspecified)	?	.

Going on with the list:
SMILES	Myeloid diff MLP	Myeloid diff MLP GFP+ MAC1+ %
COc1ccc(OC(=O)N(C)C[C@@H]2OCc3cn(nn3)CCCC(=O)N([C@H](C)CO)C[C@H]2C)cc1	i	0.8
COc1ccc(NC(=O)c2cc(-c3cc(F)ccc3OC)n[nH]2)c(C)c1	i	0.5
COc1ccc(C(O)c2ncc(-c3cccc(C(F)(F)F)c3)[nH]2)cc1 (stereo unspecified)	i	2.3
CCc1nc2c(OCCC3CCCCC3)cccn2c1N(C)C(=O)c1cccs1	i	1.4
Cc1cc(Br)cn2c(Cc3ccccc3C(F)(F)F)c(-c3ccccc3)nc12	i	0.9
CC1(C)OC(=O)C2=C(C[C@@H](CCc3ccccc3)O[C@H]2C2CCCC2)O1	i	1.1
COc1ccc(C2Nc3cccc(O)c3C(=O)N2Cc2ccccc2)cc1COc1ccc(NC(C)=O)cc1 (stereo unspecified)	i	0.7
CC(C)NC(=O)N1Cc2cc(C(=O)NC3CCC3)nc(-c3cccc(-c4cncnc4)c3)c2[C@H]1CCO	i	1.4
Cc1cn([C@H]2C[C@H](O)[C@@H](/C=C/C(=O)NCCN3CCOCC3)O2)c(=O)[nH]c1=O	i	1.8
Cn1nc(C(C)(C)C)cc1NC(=O)C1(C)CCN1C(=O)CC(c1ccccc1)c1ccccc1 (stereo unspecified)	i	1.4
O=C(NC1CCCCC1)c1nc(-c2c(F)cccc2F)oc1-c1ccccc1	i	2.1
COc1ccc(-c2coc3c(C(=O)NCc4ccccc4)cccc23)c(C)c1	i	1.3
COCCNC(=O)C1(C)CCCN(C(=O)c2ccc3snnc3c2)C1 (stereo unspecified)	i	0.7
CCCN(C)C1CN(Cc2cn(Cc3ccccc3)nn2)S(=O)(=O)C1 (stereo unspecified)	i	0.4
CC1OC(COCc2ccccc2)Cc2[nH][nH]c(=O)c21 (stereo unspecified)	i	1.0
c1ccc2c(C(c3nnnn3-c3ccc4c(c3)OCCO4)N3CCOCC3)ccnc2c1 (stereo unspecified)	i	0.9
CC1(C(=O)NS(=O)(=O)c2ccc(F)cc2F)CCN1C(=O)Cc1ccc(-c2ccccc2)cc1 (stereo unspecified)	i	2.0
CC(C)C(=O)N1CCCC1(C)C(=O)Nc1cccc(Oc2ccccc2)c1 (stereo unspecified)	i	0.9
Cc1c(C(=O)NCCC#N)sc(=O)n1Cc1ccc(C(=O)N(C)C)cc1	i	1.4
O=C1NC[C@H](Cc2ccc(O)cc2)N(C[C@@H]2CCCN2C[C@H](Cc2ccccc2)N2C[C@H](Cc3ccccc3)N(CCc3ccccc3)C(=O)C2=O)C1=O	i	0.7
O=C(Nc1ccc2c(c1)OCCO2)C(C1CC1)N1CCN(c2ccc(C(F)(F)F)cn2)CC1 (stereo unspecified)	i	1.4
Cc1ccc2nc(C(C)(C)C)c(Cc3cccc(F)c3)n2c1	i	1.2
CCOC(=O)C1=CC[C@@H](c2ccncc2)N(S(=O)(=O)c2ccc(C)cc2)C1	i	1.2
CCC(C(=O)NCc1ccccc1)n1c(CSCCOc2ccccc2)nc2ccccc21 (stereo unspecified)	i	3.0
CCOC(=O)[C@]12CCCC=C1N(Cc1ccc(Cl)cc1Cl)C(=O)[C@H](CC(=O)NCc1ccc(OC)c(OC)c1)C2	i	0.4
CC(C)N1CCC1(C)C(=O)Nc1cccc(C#N)c1 (stereo unspecified)	i	1.5
CC1(C(=O)Nc2ccc(F)c(Cl)c2)Cc2c(-c3ccc(C(N)=O)cc3)ccnc2O1 (stereo unspecified)	i	0.9
CC(=O)c1cccc(-c2ccnc3c2CC(C(=O)N2CCN(C)CC2)O3)c1 (stereo unspecified)	i	1.0
NC(=O)c1csc(-c2ccc(CO)o2)n1	i	0.7
CC1(C(=O)NS(=O)(=O)c2cccs2)CCN1C(=O)C1(c2ccccc2)CCCC1 (stereo unspecified)	i	0.6
COCCNc1nc2cc(-c3ccccc3C)sc2c(=O)n1C	i	0.8
CCNC(=O)C1CCCN(C(=O)c2ccc(N(C)C)cc2)CC1 (stereo unspecified)	i	1.2
Nc1nc2c(ncn2[C@@H]2O[C@H](CNC(=O)[C@H](N)C3CCCCC3)[C@@H](O)[C@H]2O)c(=O)[nH]1	i	2.2
C#Cc1ccc(NC(=O)C2(C)CCN2C(=O)Cc2ccc(C(C)(C)C)cc2)cc1 (stereo unspecified)	i	2.0
O=C(Nc1ccc2c(c1)OCCO2)C(C1CC1)n1c(=O)c(-c2ccco2)nc2ccccc21 (stereo unspecified)	i	3.9
CCCCC[C@@H](C)N1C[C@@H](COCc2ccccc2)Oc2cc(N3CC[C@@H](N(C)C)C3)ccc2S1(=O)=O	i	0.8

Rewritten bar-delimited: part of the list above.
canonical_smiles | Myeloid diff MLP | Myeloid diff MLP GFP+ MAC1+ %
O=C1NC[C@H](Cc2ccc(O)cc2)N(C[C@@H]2CCCN2C[C@H](Cc2ccccc2)N2C[C@H](Cc3ccccc3)N(CCc3ccccc3)C(=O)C2=O)C1=O | i | 0.7
O=C(Nc1ccc2c(c1)OCCO2)C(C1CC1)N1CCN(c2ccc(C(F)(F)F)cn2)CC1 (stereo unspecified) | i | 1.4
Cc1ccc2nc(C(C)(C)C)c(Cc3cccc(F)c3)n2c1 | i | 1.2
CCOC(=O)C1=CC[C@@H](c2ccncc2)N(S(=O)(=O)c2ccc(C)cc2)C1 | i | 1.2
CCC(C(=O)NCc1ccccc1)n1c(CSCCOc2ccccc2)nc2ccccc21 (stereo unspecified) | i | 3.0
CCOC(=O)[C@]12CCCC=C1N(Cc1ccc(Cl)cc1Cl)C(=O)[C@H](CC(=O)NCc1ccc(OC)c(OC)c1)C2 | i | 0.4
CC(C)N1CCC1(C)C(=O)Nc1cccc(C#N)c1 (stereo unspecified) | i | 1.5
CC1(C(=O)Nc2ccc(F)c(Cl)c2)Cc2c(-c3ccc(C(N)=O)cc3)ccnc2O1 (stereo unspecified) | i | 0.9
CC(=O)c1cccc(-c2ccnc3c2CC(C(=O)N2CCN(C)CC2)O3)c1 (stereo unspecified) | i | 1.0
NC(=O)c1csc(-c2ccc(CO)o2)n1 | i | 0.7
CC1(C(=O)NS(=O)(=O)c2cccs2)CCN1C(=O)C1(c2ccccc2)CCCC1 (stereo unspecified) | i | 0.6
COCCNc1nc2cc(-c3ccccc3C)sc2c(=O)n1C | i | 0.8
CCNC(=O)C1CCCN(C(=O)c2ccc(N(C)C)cc2)CC1 (stereo unspecified) | i | 1.2
Nc1nc2c(ncn2[C@@H]2O[C@H](CNC(=O)[C@H](N)C3CCCCC3)[C@@H](O)[C@H]2O)c(=O)[nH]1 | i | 2.2
C#Cc1ccc(NC(=O)C2(C)CCN2C(=O)Cc2ccc(C(C)(C)C)cc2)cc1 (stereo unspecified) | i | 2.0
O=C(Nc1ccc2c(c1)OCCO2)C(C1CC1)n1c(=O)c(-c2ccco2)nc2ccccc21 (stereo unspecified) | i | 3.9
CCCCC[C@@H](C)N1C[C@@H](COCc2ccccc2)Oc2cc(N3CC[C@@H](N(C)C)C3)ccc2S1(=O)=O | i | 0.8

Carrying on.
SMILES	Myeloid diff MLP	Myeloid diff MLP GFP+ MAC1+ %
CCCNC(=O)C1(C)CCCN(C(=O)c2cc(C)n(C(C)(C)C)n2)C1 (stereo unspecified)	i	0.6
COC(=O)[C@]12CCCCC=C1N(Cc1cccc3ccccc13)C(=O)[C@H](CC(=O)NCC13CC4CC(CC(C4)C1)C3)C2	i	1.1
CC1Cn2c(Cc3ccccc3)nnc2S1 (stereo unspecified)	i	1.0
CC(C)C[C@H]1CN(CCCC[C@H]2CNC(=O)C(=O)N2Cc2ccccc2)C(=O)C(=O)N1CC1CCCCC1	i	1.1
COC[C@H]1CCCN1[C@@H]1CS(=O)(=O)N[C@H]1COCc1ccccc1	i	0.9
CC1(C)CC(=O)C=C(Nc2cccc(C(F)(F)F)c2)C1	i	0.3
Cc1nc2c(OCc3ccc(OC(F)F)cc3)cccn2c1N(C)C(=O)CCC1CCCC1	i	1.5
CC(C)(C)NC(=O)C(c1cc2ccccc2o1)n1c(-c2ccc(-c3ccccc3)cc2)nc2ccccc21 (stereo unspecified)	i	3.2
CCCCOCCCNC(=O)C[C@@H]1C[C@@]2(C(=O)OC)CC(C)(C)CC=C2N(Cc2ccccc2)C1=O	i	3.8
CC(O)(c1ccccc1)c1nc(-c2ccc3c(c2)OCO3)cs1 (stereo unspecified)	i	0.1

Source: PubChem (NMMLSC)

These rows are one share of the data. The share of hits here may be higher or lower than overall.
